V1aR counter = counter-screen for oxytocin receptor agonists: human V1a receptor agonists; activation, % at 3 µM; 0.25% of 320,000 active; CHO-V1R cells, Fluo-8 calcium fluorescence, agonist mode; 0% DMSO, 100% 3 nM vasopressin;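 active means activation above the mean activation of all tested compounds plus 3 SD, per screening run, cut at about 20% in these data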;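 further: signal is peak over basal fluorescence ratio across a 100 second FLIPR read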
TAAR1 agonist = agonists of human TAAR1; AID 624467; 0.99% of 360,000 active; Q96RJ0; CHO RD-HGA16 TAAR1, Fluo-8 calcium fluorescence; vehicle wells 0%, saturating PEA agonist 100%; activation, % at 3 µM;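 active means activation above the mean activation of all test compounds in the run plus 3 SD, cut at about 38% in these data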
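Repeats: no replicates (n 1) | Material: CHO-derived RD-HGA16 cells with stable Gα16 and human TAAR1 | Technique: Kinetic Fluo-8 calcium fluorescence | Schedule: 17-24 h seeding, 75 min 37 °C dye, 30 min RT | Evaluation: % activation from peak over basal fluorescence ratio, DMSO-to-PEA scaled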
OXTR potentiator = potentiates the human oxytocin receptor response. activation, % at 3 µM. 0.061% of 320,000 active. P30559. CHO-OTR cells, Fluo-8 calcium fluorescence, potentiator mode; 0% = oxytocin EC15, 100% = EC100;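 active means activation above that plate's cutoff, the mean activation of tested compounds plus 3 SD, cut at about 6.6% in these data, passing the limit was not always enough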;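 further: 100% uses oxytocin at 75 nM as the full agonist control; some results filed as inactive read as strong as hits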
Target sequence (P30559 whole entry, looked up): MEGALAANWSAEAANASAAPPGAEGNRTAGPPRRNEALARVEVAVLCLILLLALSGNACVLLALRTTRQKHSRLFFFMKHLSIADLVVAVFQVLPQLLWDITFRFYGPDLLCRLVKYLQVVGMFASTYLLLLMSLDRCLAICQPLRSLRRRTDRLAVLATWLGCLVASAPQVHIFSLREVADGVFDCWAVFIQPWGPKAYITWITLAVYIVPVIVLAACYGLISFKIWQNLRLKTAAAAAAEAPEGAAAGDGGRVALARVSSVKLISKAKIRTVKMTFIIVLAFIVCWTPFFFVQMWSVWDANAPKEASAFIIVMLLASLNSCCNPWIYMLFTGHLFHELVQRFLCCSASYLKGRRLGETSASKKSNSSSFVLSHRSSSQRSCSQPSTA
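Assay system: CHO-OTR cells, human receptor / Also added: oxytocin at about EC15, sub-maximal agonist stimulus / Dosing: single dose, 3.0 µM nominal final compound concentration / Incubation: 6 min pre-incubation, 100 s read / Technique: Fluo-8 calcium dye fluorescence / Read-out: % activation vs EC15 and EC100 oxytocin / Benchmarks: EC15 oxytocin low, 75 nM oxytocin high / Replicates: singlicate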
TAAR1 antag = human TAAR1 antagonism. Q96RJ0. CHO RD-HGA16 TAAR1, Fluo-8 calcium fluorescence, antagonist. inhibition, % at 3 µM. 1.5% of 360,000 active. AID 624466;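 active means inhibition above a per-plate cutoff, the mean inhibition of test compounds on that plate plus 3 SD, cut at about 49% in these data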;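 further: 0% = DMSO plus EC80 beta-PEA response and 100% = DMSO alone without agonist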
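System: CHO RD-HGA16 cells bearing hTAAR1. Reagent: EC80 β-phenethylamine stimulus. Schedule: seeding 17-24 h prior, 75-min 37 °C, 30-min RT dye loading. Signal: Fluo-8 intracellular calcium dye fluorescence, real-time kinetic reads. Read-out: % inhibition from peak post-agonist over basal fluorescence ratio. Benchmarks: vehicle wells and EC80 agonist wells. Replicates: n of 1.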
CHRM1 agonist = agonists of human M1 muscarinic receptor; P11229; CHO-K1 hM1, Fluo-8 calcium fluorescence, agonist mode; 0% DMSO, 100% acetylcholine EC100; activation, % at 3 µM; 0.33% of 360,000 active; AID 588814;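 active means activation above the run's mean compound activation plus 3 SD, cut at about 16% in these data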;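 further: peak over basal fluorescence ratio within a 140 s kinetic read after compound addition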
Target sequence (P11229 whole entry, looked up): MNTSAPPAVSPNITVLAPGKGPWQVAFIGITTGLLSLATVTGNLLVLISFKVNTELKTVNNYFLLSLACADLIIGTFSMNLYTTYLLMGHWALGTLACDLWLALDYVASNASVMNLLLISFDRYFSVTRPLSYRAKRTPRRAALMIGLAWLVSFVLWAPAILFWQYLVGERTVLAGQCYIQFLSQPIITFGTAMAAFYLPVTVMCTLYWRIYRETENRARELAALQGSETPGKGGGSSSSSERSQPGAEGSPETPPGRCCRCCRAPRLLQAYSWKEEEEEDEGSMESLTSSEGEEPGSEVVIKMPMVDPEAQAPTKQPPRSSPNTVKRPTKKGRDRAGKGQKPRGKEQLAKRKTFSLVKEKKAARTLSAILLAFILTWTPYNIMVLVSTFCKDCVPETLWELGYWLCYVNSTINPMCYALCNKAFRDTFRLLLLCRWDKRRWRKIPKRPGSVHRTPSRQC
CHO-K1 Ca PAM = M1 PAM counterscreen hit in parental CHO-K1 cells | ATP EC20, Fluo-8 calcium fluorescence; 0% at ATP EC20, 100% at ATP max | 0.02% of 360,000 active | activation, % at 3 µM | AID 602247;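 active means activation above the run cutoff, the mean activation of all test compounds plus 3 SD, cut at about 40% in these data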;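 further: peak over basal fluorescence ratio in a 140 s read after ATP addition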
CHO-K1 Ca antag = counter-screen for M1 antagonists: effect in parental CHO-K1 cells; ATP-induced calcium, Fluo-8 fluorescence; inhibition, % at 3 µM; 0.6% of 360,000 active; AID 602250;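 active means inhibition above a per-plate cutoff, the plate's mean sample inhibition plus 3 SD, cut at about 24% in these data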;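 further: 0% = DMSO plus EC80 ATP and 100% = DMSO alone without ATP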
CHO parental Ca = signal in parental CHO cells, OX1R antagonist counter-screen | parental CHO-K1, ATP-induced calcium, Fluo-8 fluorescence | inhibition, % at 5.6 µM | 0.63% of 330,000 active | AID 463079;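 active means inhibition above that plate's mean sample inhibition plus 3 SD, cut at about 26% in these data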;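 further: 0% = ATP-challenged DMSO wells and 100% = DMSO wells without ATP; some compounds past the cut are filed as inactive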
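Material: Parental CHO cells | Reagent: ATP | Compound dosing: Single nominal dose of 5.6 µM per compound | Detection: Intracellular calcium via Fluo-8 no-wash fluorescent dye | Read-out: % inhibition of ATP-induced calcium mobilization | Benchmarks: Low control ATP plus DMSO, high control DMSO only | Replicates: Singlicate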
CHO-K1 Ca ag = counter-screen for M1 agonists: effect in parental CHO-K1 cells | Fluo-8 calcium fluorescence; scaled to maximal ATP response, vehicle zero | activation, % at 3 µM | 0.48% of 360,000 active | AID 602248; in the data active means activation above about 15%;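 further: untransfected CHO-K1 host cells lacking M1 receptor as counterscreen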
Active calls of the source: *; . = not tested or not shown.

smiles	TAAR1 antag	OXTR potentiator	CHRM1 agonist	CHO-K1 Ca antag	CHO-K1 Ca ag	V1aR counter	CHO parental Ca	TAAR1 agonist	CHO-K1 Ca PAM
O=c1c2ccccc2oc2ccc(NCCCN3CCOCC3)cc12	-2	-6	-8	-9	2.1	1.2	-11	3	19
Cc1ccn2c(=O)nc(SCC(=O)Nc3ccc4c(c3)OCCO4)nc2c1	-2	0	-4	-3	0.5	-0.4	-10	0	13
CCOC(=O)CN1C(=O)C(Sc2n[nH]c(-c3ccc(C)cc3)n2)CCc2ccccc21 (configuration not stated)	-35	-4	-6	-6	0.4	-0.2	-21	0	12
COc1ccc(C(=O)NCc2ccc3[nH]c(C)cc3c2)cc1OC	21	-18	-4	-10	0.7	0.3	-1	0	16
CCC(C)N(C(=O)CSc1nnnn1-c1ccccc1OC)C1CCS(=O)(=O)C1 (configuration not stated)	-12	1	-2	6	0.0	0.3	-20	1	10
CCCCN(C(=O)CN1C(=O)C2CCCCC2C1=O)c1c(N)n(CCC)c(=O)[nH]c1=O (configuration not stated)	-3	-6	-3	-2	0.9	0.0	-21	0	-5
Cc1ccsc1CN(C)C(=O)C1CCC(=O)N(CCc2cccc(F)c2)C1 (configuration not stated)	-6	-13	-3	-20	2.5	-0.1	-22	1	23
CCN(c1ccccc1)c1nc2ccsc2c(=O)s1	-10	-5	-7	-14	0.3	-1.1	-13	-2	24
Cc1ccc(C)c(S(=O)(=O)N/N=C2/CCCc3ccccc32)c1	11	-9	-1	-8	0.4	1.8	-10	4	9
O=C(OCc1cn([C@H]2CN(CC3CCCCC3)[C@@H](c3ccccc3)C[C@@H]2O)nn1)c1ccccc1	-17	.	-1	-8	0.3	.	.	2	7
O=C(c1cc2c(cc1Br)OCCCO2)N1CCCCC1	8	-6	-5	-23	0.4	0.6	-11	0	26
CC(Nc1n[nH]c(=O)[nH]c1=O)C(=O)N/N=C/c1cccs1 (configuration not stated)	0	-5	-4	-4	-0.1	-0.2	0	2	17
O=C(Cn1nnc(-c2ccccc2F)n1)Nc1ccc(S(=O)(=O)NC2CCCC2)cc1	4	-5	-1	-21	4.3	1.7	-3	21	3
Brc1ccc(N=C/C=C/C=C/Nc2ccc(Br)cc2)cc1	-14	-2	-14	-15	0.5	0.6	5	12	13
O=C(CC1N=C2c3ccccc3N=C(SCc3ccc(Cl)cc3)N2C1=O)NCc1ccco1 (configuration not stated)	.	-10	-2	2	0.2	-0.5	-19	.	-3
CCCn1c(CN2CCN(C)CC2)nc2ccccc21	11	0	-8	-7	0.5	0.5	6	4	15
OC(CCN1CCC2CCC(C2)C1)c1ccc(Br)cc1 (configuration not stated)	-6	.	-5	-10	0.6	.	.	2	3
COc1cccc(N=Nc2ccc3ccccc3c2O)c1	0	-5	-3	-10	0.5	0.7	-6	-1	4
CC1Sc2ccc(Cl)cc2-c2nc(N)ncc21 (configuration not stated)	-6	7	-1	16	-0.5	0.9	-20	0	-14
Cc1cc(C)c(S(=O)(=O)n2ccc(-c3ccc(OCCN(C)c4ccccn4)cc3)n2)c(C)c1	-7	-14	-1	-7	0.4	-0.3	-13	9	12
COc1cccc(CN2CCN(C(=S)NCc3ccc(Cl)cc3)CC2)c1	-2	-18	0	-5	7.2	11	-11	9	2
Cc1cc(C)c2c(c1)/C(=c1/sc3n(c1=O)CN(c1ccccc1)CN=3)C(=O)N2	-6	-11	-2	-5	0.1	4.5	3	3	7
CCn1c(C)nc2c(=O)oc3ccccc3c21	2	-1	-6	-1	-0.1	-0.3	-1	11	5
CC1(C(=O)NCc2ccccc2Br)CCN1C(=O)Cc1ccc(-c2ccccc2)cc1 (configuration not stated)	14	.	0	-8	1.4	.	.	2	-5
CCOc1ccc(N(CC(=O)NC(C)C)C(=O)CCC(=O)Nc2ccccn2)cc1	-27	-8	-3	-2	0.6	-0.2	-9	0	1
COc1ccc(C2CC(c3c(O)cc(C)oc3=O)=NCCS2)c(OC)c1 (configuration not stated)	.	-9	0	0	2.5	0.1	-5	.	20
C[C@@H]1CN([C@@H](C)CO)C(=O)CCCn2nncc2CO[C@H]1CN(C)S(=O)(=O)c1ccc(Oc2ccccc2)cc1	-15	.	-11	-13	0.5	.	.	0	24
C=CCOC(=O)CCC(=O)Nc1cc(OC)nc(OC)n1	2	4	-3	-8	0.4	0.0	-20	2	25
Cc1ccccc1OCC(=O)NCC(=O)OCC(=O)c1ccc([N+](=O)[O-])cc1	-10	-6	-2	-3	2.3	4.1	1	5	5
CC(=O)NC(c1ccccc1)c1nc(/C=C/c2ccccc2)cs1 (configuration not stated)	-5	.	-1	-2	0.8	.	.	1	9
COCC(O)Cn1ccnc1N=Nc1ccccc1 (configuration not stated)	2	.	-5	4	0.7	.	.	2	14
CCC1CN(C(=O)NCc2ccc(C)cc2)c2ccccc2O1 (configuration not stated)	-7	.	-8	2	1.4	.	.	1	12
O=C(O)c1ccccc1-c1ccccc1C(=O)NCCc1ccccc1	-5	-14	2	4	0.5	-0.9	1	-1	-10
COc1ccc(Br)c(C(=O)OCC(=O)NC2CC2)c1	-1	6	-3	-19	0.3	1.2	-12	2	7
O=C(CN1CCCCCC1)NN(Cc1ccccc1)c1ccccc1	-23	-5	-8	1	1.1	-0.9	-22	-1	17
C[C@H](CO)N1C[C@H](C)[C@@H](CN(C)Cc2ccc(C(=O)O)cc2)Oc2c(NC(=O)Cc3ccccc3)cccc2C1=O	-2	1	-1	-9	0.3	2.5	3	0	6
COCCSc1ccccc1C(=O)Nc1cc([N+](=O)[O-])ccc1OC	-10	2	-15	-11	0.8	-1.5	-10	0	15
O=C(NCc1cccs1)c1ccc([N+](=O)[O-])cc1	-26	0	-9	0	0.0	0.2	-2	4	7
COc1ccc(/C=C/C(=O)Nc2c(C(=O)O)[nH]c3ccccc23)cc1OC	-12	-15	-2	-8	0.6	-0.8	-15	1	11
Cc1cc(C)n2nc(-c3cnn(C)c3C(F)(F)F)cc2n1	2	9	-7	-17	0.6	0.4	-10	7	23
CC(C)=CCN1CCN(Cc2cc(CC(C)C)n[nH]2)CC1CCO (configuration not stated)	-5	-2	-2	-11	1.0	0.4	-9	-1	22
N#CCC(=O)N/N=C/c1cc(Br)ccc1OCc1cccc2ccccc12	16	-18	-4	-13	-0.1	-0.1	-9	3	3
N=c1oc2ccc([N+](=O)[O-])cc2cc1C(=O)NCc1ccccc1	-6	1	0	0	1.7	1.9	2	12	14
Cc1nn(-c2ncc(C(F)(F)F)cc2Cl)c(=O)n1-c1ccc(F)cc1	-22	-5	1	-16	-0.3	0.5	7	0	24
COCCn1nnnc1C(c1cccs1)N1CCN(c2nc3ccccc3s2)CC1 (configuration not stated)	21	-9	-9	-4	1.7	3.7	-2	4	-10
Cn1c(=NN=Cc2ccccc2OCCO)sc2ccccc21	3	.	1	12	0.2	.	.	4	-5
CCCCCn1nnnc1C1c2ccccc2C(=O)N1Cc1ccco1 (configuration not stated)	-12	.	.	-17	0.0	.	.	6	3
CCC(C)N(C(=O)COC(=O)c1ccc(N)c([N+](=O)[O-])c1)C1CCS(=O)(=O)C1 (configuration not stated)	-6	.	-1	2	0.8	.	.	2	-3
CN(CC(=O)Nc1ccc(Cl)c(C(F)(F)F)c1)CC(=O)NC1CCCCC1	.	-11	6	2	12	12	-5	.	0
Cc1ccc(S(=O)(=O)N2CCC(C(=O)OCC(=O)NCCc3ccccc3)CC2)cc1C	-1	1	-3	9	0.4	1.2	-13	5	-1

Some values from the list.
Cc1nn(-c2ncc(C(F)(F)F)cc2Cl)c(=O)n1-c1ccc(F)cc1 | OXTR potentiator = -5
C[C@@H]1CN([C@@H](C)CO)C(=O)CCCn2nncc2CO[C@H]1CN(C)S(=O)(=O)c1ccc(Oc2ccccc2)cc1 | TAAR1 agonist = 0

Continuation:
smiles	TAAR1 antag	OXTR potentiator	CHRM1 agonist	CHO-K1 Ca antag	CHO-K1 Ca ag	V1aR counter	CHO parental Ca	TAAR1 agonist	CHO-K1 Ca PAM
Cc1cc(N2CCOCC2)c2c(N)c(Br)cc(C)c2n1	-16	-6	-5	1	-0.4	-1.3	-7	13	10
COc1cc2c(cc1OC)CN(C(=S)Nc1cccc(Cl)c1C)CC2	-18	-13	2	-3	3.7	3.9	-27	6	-11
CS(=O)(=O)N(CC(=O)N1CCN(Cc2ccccc2)CC1)c1cccc([N+](=O)[O-])c1	-17	5	-2	-9	1.1	0.2	-6	2	-6
CC1(C)OC2OC3C(CNCCO)OC(c4ccccc4)OC3C2O1 (configuration not stated)	-11	.	1	-5	-0.1	.	.	2	6
CCCCn1nnnc1C1(C)CCC(=O)N1CCCn1ccnc1 (configuration not stated)	-12	.	.	-20	1.1	.	.	2	4
CN1C(=O)/C(=C/c2ccccc2OCc2cccc(F)c2)N(C)C1=S	18	-6	-5	-10	1.0	0.7	-24	17	23
CCOC(=O)Cc1csc(NC(=O)CSc2nc(C)cc(=O)[nH]2)n1	-2	-12	-3	0	0.2	-1.2	-13	5	9
OCCC1CN(C/C=C/c2ccco2)CCN1Cc1ccccc1 (configuration not stated)	-6	0	-7	-3	0.3	1.9	2	0	7
CCC(C)NC(=O)CS(=O)Cc1nc(-c2ccccc2C)oc1C (configuration not stated)	-23	-6	-3	-6	0.3	0.6	-10	5	26
O=S(=O)(NCCN1CCOCC1)c1ccc(Cl)c(Cl)c1	-7	-13	-4	12	-0.4	-0.1	1	0	-9
COC1OC(COC(=O)CNC(=O)OC(C)(C)C)C(O)C(O)C1O (configuration not stated)	30	-5	-7	4	0.7	0.6	7	2	14
CCn1nc(C)c(C2C(C#N)=C(N)OC3=C2C(=O)CCC3)c1C (configuration not stated)	4	5	-8	-6	0.8	-0.1	1	4	12
CCOCCCn1c(SCC(=O)Nc2cc(OC)ccc2OC)nc2ccccc2c1=O	1	-4	-3	11	0.4	-1.7	-27	-1	-13
COCCCNc1nc2nonc2nc1N1CCN(Cc2cccc(C)c2)CC1	-14	-1	-7	-14	1.4	-0.1	-12	2	15

Source: PubChem BioAssay
